Assay outcomes from PubChem BioAssay.
TRPM1 prom inh: reduces MITF-dependent TRPM1 promoter luciferase signal | SK-MEL-5 TRPM1 promoter luciferase, 24 h | inhibition, % at 12.5 µM | 0.83% of 330,000 active | AID 488899;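 active = mean inhibition across replicates of 60% or more, whatever share of single replicates reaches that level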; note: values of inactives mirror those of a sister screen read the other way
CF NFkB inh: cystic fibrosis NF-kB activation inhibition | KKLEB NF-kB-GFP reporter, PAF-induced, GFP fluorescence overnight | inhibition, % at 5 µM | 0.86% of 360,000 active;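 active = at least 50% inhibition at 5 µM, scaled per plate between neutral and stimulator controls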;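 note: PAF is a Pseudomonas aeruginosa culture filtrate used as stimulus; plate controls were PAF-stimulated DMSO wells for no effect and unstimulated DMSO wells for full effect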
hiPSC survival: increases survival of single human iPS cells; hiPSC single-cell survival, ATPlite luminescence; 100% = ROCK inhibitor wells, 0% = DMSO; survival enhancement, % at 20 µM; 0.044% of 360,000 active; AID 602274; in the data active = survival enhancement above about 18%;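 note: cells exposed to compounds for 16 hours before the ATP read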
NR2E3 ag-1: agonists of human nuclear receptor NR2E3; Q9Y5X4; GST-NR2E3/biotin-RetCOR TR-FRET, 1536-well; inhibition of corepressor binding, % at 4.78 µM; 0.12% of 320,000 active; AID 2300;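 active = percent inhibition above the cutoff of mean plus 3 SD of all tested compounds, set per screening campaign, cut at about 20% in these data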;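 note: 0% = DMSO wells and 100% = biotin wells as full block of FRET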
Target sequence (Q9Y5X4 whole entry, looked up): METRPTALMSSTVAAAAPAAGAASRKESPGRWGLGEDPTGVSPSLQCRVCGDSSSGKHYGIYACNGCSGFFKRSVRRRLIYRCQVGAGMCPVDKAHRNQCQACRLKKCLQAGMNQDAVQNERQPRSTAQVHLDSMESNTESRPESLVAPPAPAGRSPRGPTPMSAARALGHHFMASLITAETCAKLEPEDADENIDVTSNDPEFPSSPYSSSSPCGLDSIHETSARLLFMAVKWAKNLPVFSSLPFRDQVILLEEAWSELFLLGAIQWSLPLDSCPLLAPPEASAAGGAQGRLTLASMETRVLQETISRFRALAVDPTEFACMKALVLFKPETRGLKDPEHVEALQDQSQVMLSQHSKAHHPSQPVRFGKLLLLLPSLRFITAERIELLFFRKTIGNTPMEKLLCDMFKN
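Material: NR2E3–RetCOR corepressor complex / Incubation: Compound–protein incubation for 5 h at 4 °C / Dosing: compound at 4.8 µM, single dose / Detection: time-resolved FRET / Benchmarks: high control biotin, low control 0.6% DMSO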
NR2E3 ag-2: agonists of human NR2E3 nuclear receptor. CHO-S Gal4-NCOR/VP16-NR2E3 two-hybrid, luciferase. inhibition of corepressor binding, % at 3.98 µM. 0.35% of 360,000 active. AID 602229;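 active = inhibition above the mean of all tested compounds plus 3 SD, cut at about 70% in these data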;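 note: 0% = DMSO with NR2E3 transfected cells and 100% = cells lacking NR2E3 construct; higher means lower luciferase signal from less NR2E3 corepressor binding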
Peg3 prom inh: Peg3 promoter activity inhibition; HeLa PEG-Prom luciferase reporter, luminescence, overnight; inhibition, % at 20 µM; 1.7% of 360,000 active; AID 588405;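 active = inhibition of at least 50% at 20 µM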
Shn3 3UTR inh: reduces Shn3 3'UTR luciferase signal in osteoblasts | Clone20 osteoblast Shn3 3'UTR firefly luciferase, 24 h | inhibition, % at 12.5 µM | 0.52% of 360,000 active;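 active = mean inhibition of at least 75% with every replicate also reaching 75%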;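 note: 0% = median of neutral control wells and 100% = pilot-screen positive control compound; some compounds past the cut are filed as inactive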
TWEAK Fn14 block: inhibitors of TWEAK-Fn14 interaction signaling. 2% of 360,000 active. AID 1159606. TWEAK-stimulated Fn14 reporter cells, luciferase luminescence, 8 h. inhibition, % at 10 µM; in the data active = inhibition above about 50%
KKLEB tox: CF airway cell cytotoxicity counter-screen; 0.36% of 360,000 active; KKLEB CF airway cells viability, ATPlite luminescence, overnight; hits give low values; cells stimulated with P. aeruginosa culture filtrate; AID 602141; activity change (cytotoxicity), % at 5 µM;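 active = corrected activity change at or below -50% at 5 µM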
HIF-2a block: blocks HIF-2a reporter activity | 786-0 RCC cells HIF-2a reporter, luciferase luminescence, overnight | inhibition, % at 18.8 µM | 0.72% of 360,000 active | AID 624352;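 active = inhibition of the luminescence signal of 40% or more relative to plate controls, in a single-dose primary screen at 18.75 µM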
aDG glyco act: alpha-DG glycosylation activation; Pro5-aDG cells, alpha-DG glycosylation AlphaScreen (IIH6); 0% Pro5, 100% B10-LARGE cell signal; activation, % at 10 µM; 0.22% of 360,000 active; AID 624168;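 active = activation of at least 8% versus controls, or a plate z-score of at least 8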;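 note: Pro5 are CHO cells carrying HIG-tagged alpha-DG that lacks glycosylation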
* hit, by the source's call; . = no result given.

SMILES | TRPM1 prom inh | CF NFkB inh | hiPSC survival | NR2E3 ag-1 | NR2E3 ag-2 | Peg3 prom inh | Shn3 3UTR inh | TWEAK Fn14 block | KKLEB tox | HIF-2a block | aDG glyco act
COCc1ccc(CN2CCCC(C(=O)Nc3ccc(-c4cscn4)cc3)C2)o1 (stereo not drawn) | 7 | 5 | -0.1 | 2 | -4 | 7 | -15 | -8 | -8 | -3 | 0.1
CCC(=O)Nc1nc(OC)cc(OC)n1 | 6 | 1 | 1.6 | 4 | 18 | 18 | 16 | 5 | -3 | 7 | -0.1
COc1cccc(NC(=S)N2CCN(c3ccc([N+](=O)[O-])cc3)CC2)c1 | -12 | 3 | 1.0 | 1 | -13 | 13 | 72 | 23 | -1 | 18 | 1.6
COc1ccc(CCNC(=O)CSc2ccc(NC(C)=O)cc2)cc1OC | -2 | 5 | -0.7 | 1 | -37 | 2 | 12 | 2 | 6 | 7 | 0.1
CC1CCN(S(=O)(=O)c2ccc(NC(=O)Cn3nnc(-c4ccccc4F)n3)cc2)CC1 | 12 | 9 | 0.5 | 4 | 4 | 34 | 31 | 8 | 3 | 17 | 0.1
CCn1nc(NC(=O)CC(C)C)c2cc3cccc(C)c3nc21 | 4 | 11 | 0.2 | -5 | 6 | 9 | -1 | 16 | -6 | 11 | 0.6
COC(=O)C(O)(CC(=O)c1ccc(OC)cc1)C(F)(F)F (stereo not drawn) | 5 | 8 | -3.3 | 1 | -20 | 1 | -21 | 8 | -10 | 8 | 0.0
CCN(CC)c1ccc(C(=O)NN)cc1 | -10 | -5 | -0.1 | -3 | -7 | -3 | 10 | -3 | 16 | 7 | 0.0
CCn1c(CNc2ccc(C)cc2)nnc1SCC(=O)NCc1ccccc1 | 1 | -2 | 4.6 | 0 | -10 | 5 | -1 | 21 | 10 | 4 | -0.2
CCOC(=O)c1c(C(F)(F)C(F)(F)C(F)(F)C(F)(F)F)n[nH]c1C | 11 | -1 | -1.9 | 2 | -9 | 11 | 37 | 18 | 4 | 18 | 0.1
CC(C)OCCCNC(=O)c1cccc(NC(=O)c2ccccc2)c1 | 0 | -6 | -0.8 | -2 | -17 | 5 | 8 | -34 | 4 | 22 | -0.1
O=S(=O)(NC1CC2CCC1C2)c1ccc(Br)cc1 (stereo not drawn) | -14 | -2 | -0.6 | 0 | 18 | 22 | -20 | 14 | 13 | 27 | 0.0
COc1ccc(C2=NN(C3=NN=C(N)Cc4ncnn43)C(O)(C(F)(F)F)C2)cc1 (stereo not drawn) | 9 | -4 | 3.8 | -3 | 2 | -17 | 15 | 6 | 5 | -2 | 0.7
O=C(O)c1ccccc1C(=O)N(Cc1ccccc1)Cc1ccccc1 | 7 | 0 | -3.0 | 1 | 10 | -20 | 4 | -6 | -12 | -11 | 0.0
CCOC(=O)CCn1nc(-c2ccc(C)cc2)c2ccccc2c1=O | 2 | 10 | 0.8 | -4 | -1 | 6 | 7 | 12 | -8 | 8 | 0.2
CC(=O)Nc1ccc(S(=O)(=O)N2CCN(S(=O)(=O)N3CCCCC3)CC2)cc1 | 10 | -9 | 0.5 | 0 | -36 | 5 | -4 | 6 | 7 | 5 | -0.2
COc1ccc(NC(=O)CCCC(=O)c2ccccc2)c(OC)c1 | . | 3 | 0.2 | 2 | -10 | -35 | -19 | -10 | 3 | -52 | -0.3
Cc1nc2ccccn2c1C(=O)Nc1ccc2c(c1)OCCO2 | 4 | 9 | -3.1 | 2 | -16 | -173 | 11 | 85* | -8 | 1 | -0.2
O=C1CC(Nc2ccc(N3CCOCC3)cc2)C(=O)N1c1ccccc1 (stereo not drawn) | 10 | -31 | -0.5 | 0 | -5 | 8 | -12 | 15 | -2 | -6 | -0.1
CCN(CC)S(=O)(=O)c1ccc(-n2cnnn2)c(C)c1 | 7 | -6 | 0.4 | -1 | -14 | -3 | -29 | 6 | -3 | 10 | -0.1
O=C(Nc1ccccc1)NC1(C(=O)NCCCN2CCOCC2)CCCCC1 | 5 | -11 | -1.4 | 2 | -13 | 2 | -21 | -1 | 0 | 6 | -0.1
CCc1ccc2[nH]c(C(=O)Nc3ccc(Br)c(C)n3)cc2c1 | -64 | -9 | -0.5 | . | -59 | -154 | -56 | 38 | 10 | -117 | 0.1
COc1ccc(CNC(=S)Nc2ccccc2)cc1Cl | -8 | 4 | -0.2 | 1 | -2 | -35 | 1 | -27 | -9 | -58 | 0.0
CC1Cc2ccccc2N1C(=O)CSc1ncccc1C(=O)O (stereo not drawn) | 8 | -30 | -0.9 | -1 | -24 | 5 | -40 | -7 | 8 | -3 | 0.1
NS(=O)(=O)c1ccc(NC(=O)/C=C/c2ccc(S(=O)(=O)NCc3ccco3)cc2)cc1 | 2 | -12 | 0.7 | 10 | -3 | 11 | 5 | 31 | -4 | 4 | -0.1
Cc1ccc(Oc2ccc(NS(=O)(=O)c3cccc(C(=O)O)c3)cc2)cc1 | 6 | -17 | -0.6 | . | 8 | -1 | 2 | -3 | 3 | 5 | 0.3
O=C(NCc1ccccc1)N1CCOc2ccccc21 | 6 | 2 | -0.2 | . | -8 | 5 | 7 | 10 | -8 | -2 | -0.1
Cc1ccc(NCc2n[nH]c(=S)n2-c2ccccc2)cc1 | -1 | 4 | -4.3 | -1 | -7 | 7 | -66 | 2 | 6 | 9 | -0.3
CN(CC(=O)Nc1ccc(OC(F)(F)F)cc1)C(=O)C1CCC1 | -10 | 6 | -0.4 | 4 | -3 | -3 | 0 | -9 | -5 | -7 | -0.1
Nc1ccc2nc(-c3cccc(-c4nc5ccc(N)cc5[nH]4)n3)[nH]c2c1 | -13 | -22 | -0.3 | -2 | -11 | -1 | 0 | 6 | -18 | -9 | -0.2
CCCCNC(=S)Nc1ccc(F)cc1 | 3 | 3 | -0.9 | 2 | -30 | 7 | 48 | 8 | 4 | -6 | -0.1
CC1CN(C(=O)c2cc(Br)c(Br)s2)CC(C)O1 (stereo not drawn) | -3 | 5 | -0.7 | 2 | 17 | -4 | -1 | 0 | 16 | -3 | 0.0
O=C(Cc1cccc2ccccc12)N/N=C1\CCCc2ccccc21 | 15 | 10 | -2.3 | -1 | -4 | 12 | 67 | 18 | -10 | 13 | 2.1
CCCCOc1ccc(C(=O)NCc2ccco2)cc1 | -12 | -5 | 2.3 | 1 | 5 | -62 | -25 | -20 | -3 | -102 | 0.5
COc1ccc(OC)c(C2C(C(=O)c3sc(C)nc3C)=C(O)C(=O)N2CCN2CCOCC2)c1 (stereo not drawn) | 12 | 2 | 1.5 | 0 | -35 | 5 | 6 | -18 | 7 | 5 | -0.2
c1ccc(CNc2ccc3c(c2)ncn3C2CCCCC2)nc1 | -37 | 12 | 2.9 | -4 | 4 | -78 | -6 | 48 | 8 | -66 | 0.2
CCCn1c(SCC(=O)Nc2nonc2C)nnc1-c1ccoc1C | 0 | 1 | -0.6 | 0 | -21 | 2 | 18 | 10 | 10 | 3 | 0.0
CSc1nc2ccc(NC(=O)C3=NNC(=O)CC3)cc2s1 | . | 6 | -1.0 | 0 | -17 | -89 | -4 | -9 | 8 | -69 | 0.7
COc1ccc(C2/C=C\CN(S(=O)(=O)c3ccc(C)cc3)CC(=O)N2Cc2ccc(F)cc2)cc1 (stereo not drawn) | 6 | -18 | 1.6 | 2 | -16 | 1 | 8 | 13 | 1 | 13 | 0.2
CCN(CC)CCOC(=O)/C=C/c1ccccc1OC | 7 | -14 | 0.1 | -1 | -28 | 3 | 1 | -3 | 10 | -6 | 0.0
Cc1cc(Br)cc2c1NC(=O)C2(c1c(C)n(C)n(-c2ccccc2)c1=O)c1c(C)n(C)n(-c2ccccc2)c1=O | 7 | 12 | -1.4 | 3 | -9 | 9 | -7 | 1 | 9 | 13 | 0.1
CCOC(=O)[C@]12CCC=C1N(Cc1cccc3ccccc13)C(=O)[C@H](CC(=O)NCc1ccccc1)C2 | . | . | -1.2 | . | 20 | . | . | 14 | . | -27 | 0.0
CCC(C)c1ccc(NC(=O)COc2c(F)c(F)c(C(F)(F)F)c(F)c2F)cc1 (stereo not drawn) | -4 | -7 | 0.3 | -2 | 9 | -4 | 7 | 34 | -4 | -9 | 0.2
NC(=S)Nc1ccc2cc[nH]c2c1 | -1 | 0 | -1.0 | -3 | -22 | -11 | -13 | 1 | 2 | 10 | 0.2
COC(=O)c1cc(S(=O)(=O)N2CCN(c3ccc(C(C)=O)cc3)CC2)c[nH]1 | -2 | -23 | -0.4 | -1 | 4 | 15 | -7 | 1 | 0 | 0 | 0.2
CC(C)(C)NC(=O)NC(=O)COC(=O)Cn1c(C(F)(F)F)nc2ccccc21 | 6 | 1 | -2.4 | 6 | 21 | 15 | -6 | -5 | -5 | 9 | 0.4
Cc1cc(OCC(=O)Nc2ccc(CN3CCOCC3)cc2)c2c(C)cc(=O)oc2c1 | -17 | -58 | -0.4 | -2 | -12 | 17 | 0 | -31 | 5 | -9 | -0.4
O=C(c1ccsc1)N1CCCC(N2CCN(c3cccc(Cl)c3)CC2)C1 (stereo not drawn) | -3 | 8 | 0.0 | 3 | 4 | -14 | 1 | 6 | 17 | -31 | -0.1
c1ccc(CSc2nnc(-c3cccs3)n2Cc2ccco2)cc1 | -14 | -1 | 2.4 | -2 | 5 | 9 | -3 | -3 | -4 | -33 | 0.6
CCCc1cc(C(=O)NNC(=S)NCC)c2ccccc2n1 | -5 | -17 | 1.7 | -2 | -7 | 18 | 1 | -13 | 1 | 12 | 0.1
Other compounds:
SMILES | TRPM1 prom inh | CF NFkB inh | hiPSC survival | NR2E3 ag-1 | NR2E3 ag-2 | Peg3 prom inh | Shn3 3UTR inh | TWEAK Fn14 block | KKLEB tox | HIF-2a block | aDG glyco act
COc1ccc(NC(=O)NCc2ccco2)cc1OC | -6 | -1 | -1.2 | 0 | 5 | 3 | -11 | -7 | 3 | 9 | 0.1
CC(C)CCNC(=O)C1CCN(S(=O)(=O)c2ccc3c(c2)CC(C)N3C(=O)C2CC2)CC1 (stereo not drawn) | 16 | 0 | 0.1 | 3 | -8 | 8 | 58 | -6 | -2 | 4 | 0.5
COc1ncnc2c1NC1=C(S2)C(=NCCC(=O)O)CC(C)(C)C1 | 6 | 1 | 1.2 | -4 | 9 | 0 | 2 | -58 | -10 | -6 | 4.5
Cc1ccccc1CN1N=C(/C=C/c2ccccc2)CCC1=O | 5 | 3 | -2.2 | 1 | 13 | 20 | -4 | 7 | 4 | 17 | -0.4
COC(=O)CSc1nc2ccc(NC(=O)c3ccccc3C(=O)N3CCOCC3)cc2s1 | 4 | 6 | 1.5 | -5 | -10 | 20 | 4 | 13 | 1 | 2 | -0.2

Three entries out of the list above, sorted by the value under TWEAK Fn14 block, highest first:
| canonical_smiles | TRPM1 prom inh | CF NFkB inh | NR2E3 ag-1 | NR2E3 ag-2 | Peg3 prom inh | Shn3 3UTR inh | TWEAK Fn14 block | HIF-2a block | aDG glyco act |
| --- | --- | --- | --- | --- | --- | --- | --- | --- | --- |
| COC(=O)CSc1nc2ccc(NC(=O)c3ccccc3C(=O)N3CCOCC3)cc2s1 | 4 | 6 | -5 | -10 | 20 | 4 | 13 | 2 | -0.2 |
| Cc1ccccc1CN1N=C(/C=C/c2ccccc2)CCC1=O | 5 | 3 | 1 | 13 | 20 | -4 | 7 | 17 | -0.4 |
| CC(C)CCNC(=O)C1CCN(S(=O)(=O)c2ccc3c(c2)CC(C)N3C(=O)C2CC2)CC1 (stereo not drawn) | 16 | 0 | 3 | -8 | 8 | 58 | -6 | 4 | 0.5 |
